IL-1B inflam inh – qHTS for Inhibitors of Inflammasome Signaling: IL-1-beta AlphaLISA Primary Screen. THP-1 LPS/ATP IL-1B secretion, AlphaLISA, 16 h; active compounds read low. activity change, % at 57.5 µM. 360,000 compounds, 4.7% hits; in the data active means activity change below about -50%; inconclusive means mostly about -30% to -49%; further: on the % scale 0 is the no-effect control and ±100 the full control effect
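THP-1 cells pretreated 1 hr with compounds (up to 57.5 uM final), then stimulated with LPS (250 ng/mL final) plus ATP (1.25 mM final); secreted IL-1B measured by AlphaLISA after 16 hr, decreased signal indicating inhibition.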
Nrf2 inh – Nrf2 qHTS screen for inhibitors; A549 ARE-Fluc reporter, luciferase luminescence, 18-24 h; Potency, µM (top dose mostly 46 µM), for inactives: top-dose activity change, negative = inhibition, usual class: inhibitors; 360,000 compounds, 2.1% hits; AID 504444, 2011; further: potency means the concentration at half of the fitted maximal effect; on the % scale 0 is the no-effect control and ±100 the full control effect; nearly all actives have a fitted effect of over 60% in size
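Two sequential reads on A549 ARE_Fluc cells exposed to compound for 18-24 h: a CellTiter-Fluor fluorescence read for viability, then a luciferase luminescence read for Nrf2/ARE activity.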
Nrf2 ARE act – qHTS of Nrf2 Activators | AREc32 ARE-luciferase reporter (MCF7-derived line), luminescence, 24 h | 410,000 compounds, 0.31% hits | Potency, µM (highest dose often 46.1 µM), for inactives: at the highest dose activation, actives largely listed as activators; further: potency means the concentration at half of the fitted maximal effect; % of control where 0% means no effect; nearly all actives have a fitted effect of over 65% in size
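AREc32 cells carrying an ARE-driven firefly luciferase, 1000 cells/well in OPTI-MEM with 5% FBS, dosed after overnight attachment and incubated 24 hr at 37 deg C. Steady-Glo luminescence read after 30 min at RT.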
A549 viability – Nrf2 qHTS screen for inhibitors: counterscreen for cytotoxicity. A549 ARE-Fluc cells, CellTiter-Fluor viability, 18-24 h. Potency, µM (doses to about 46 µM), inactives show at the highest dose activity change, negative = cytotoxicity, usual class: inhibitors. 390,000 compounds, 0.16% hits. AID 504648, 2011; further: potency means the concentration at half of the fitted maximal effect; on the % scale 0 is the no-effect control and ±100 the full control effect
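A549 ARE_Fluc cells in 5% FBS OPTI-MEM were exposed to compounds in concentration-response for 18-24 h at 37 deg C. Viability was read by CellTiter-Fluor fluorescence (Ex 405/Em 525) after 30 min, before the luciferase read.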
TGFb SMAD3 inh – qHTS for Inhibitors of TGF-b; Potency, µM (doses to about 46.1 µM), without a hit: at the highest dose activity, negative = inhibition, usual class: inhibitors; AID 588855, 2011; HepG2 CAGA-GFP TGF-b/SMAD3 reporter, GFP fluorescence, 18 h; TGF-beta stimulated, 500 pg/mL final; 410,000 compounds, 1.2% hits; further: potency means the concentration at half of the fitted maximal effect; on the % scale 0 is the no-effect control and ±100 the full control effect; nearly all actives have a fitted effect of over 65% in size
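Using HEPG2 CAGA-GFP reporter cells at 1000 cells/well, we pinned test compounds, stimulated with recombinant TGF-beta (500 pg/mL final) and measured total well GFP after 18 h.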
HepG2 tox – qHTS for Inhibitors of TGF-b: Cytotox Counterscreen | HepG2 CAGA-GFP viability, ATP luminescence, 18 h | Potency, µM (top dose mostly 46.1 µM), without a hit: top-dose activity change, negative = cytotoxicity, hits mostly cytotoxic | 410,000 compounds, 0.76% hits | AID 588856, 2011; further: potency means the concentration at half of the fitted maximal effect; some results filed as inactive show a strong effect at the top dose
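HepG2 CAGA-GFP cells (1000/well, DMEM with 1% FBS) received compound, then TGF-beta at 500 pg/mL final, and were incubated 18 hours at 37 degrees C. Viability was read by CellTiter-Glo luminescence. Media-only wells were set as complete cell-killing and DMSO as no toxicity.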
MCF10A rerep – A quantitative high throughput screen for small molecules that induce DNA re-replication in MCF 10a normal breast cells | MCF 10A DNA re-replication, Hoechst nuclear intensity, 48 h | Potency, µM (series often up to 46.1 µM), without a hit: at the highest dose activity, positive = re-replication, most hits filed as activators | 350,000 compounds, 2.9% hits | AID 624296, 2012; further: potency means the concentration at half of the fitted maximal effect; % of control where 0% means no effect; nearly all actives have a fitted effect of over 50% in size
S2 tox – Viability Counterscreen for Primary qHTS for Inhibitors of ATXN expression; S2 cells (HEK-293 line with an ATXN2-luciferase reporter) viability, CellTiter-Fluor protease fluorescence, 24 h; Potency, µM (highest dose often 56.7 µM), actives largely listed as cytotoxic; 400,000 compounds, 0.49% hits; further: potency means the concentration at half of the fitted maximal effect; nearly all actives have a fitted effect of over 40% in size
ATXN2 expr inh – Primary qHTS for Inhibitors of ATXN expression; HEK-293 ATXN2-luciferase reporter, luminescence, 24 h; Potency, µM (doses to about 57 µM), for inactives: at the top dose activity change, negative = inhibition, hits mostly inhibitors; 360,000 compounds, 0.72% hits; AID 1745845, 2022; further: potency means the concentration at half of the fitted maximal effect; on the % scale 0 is the no-effect control and ±100 the full control effect; nearly all actives have a fitted effect of over 55% in size
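ATXN2-luciferase reporter cells (luciferase flanked by upstream and downstream ATXN2 gene portions) were treated 24 h at 37 °C with compounds at up to 57 uM. SteadyGlo luminescence gave expression; GF-AFC fluorescence gave viability.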
An asterisk follows results filed as active; i = inactive; ? = inconclusive; · = no result given; [ ] = remark or other dose. Unless noted, the call rests on the fitted dose curve; in most records, active means well fitted curve in the direction sought with a large enough effect; inconclusive means small, poorly fitted or top-dose-only effect, or another doubt; inactive means no such curve, though single readings can be large; an effect the other way counts as inactive or inconclusive. An unsorted share of the library; 8.8% or so of the library scored in one or more.

SMILES	IL-1B inflam inh	Nrf2 inh	Nrf2 ARE act	A549 viability	TGFb SMAD3 inh	HepG2 tox	MCF10A rerep	S2 tox	ATXN2 expr inh
COc1ccc(NC(=O)CNC(=O)c2ccco2)cc1S(=O)(=O)Nc1cc(C)ccc1Br	9	-6%	-1.2%	-3%	5%	9%	16%	i	-13%
CC(=O)c1ccc(NC(=O)c2nc(-c3ccccc3)n(-c3ccc(Cl)cc3)n2)cc1	·	-28%	0.0%	0%	-1%	-12%	·	i	5%
Cc1ccc2nc(SCC(=O)NCc3cccs3)c(C#N)cc2c1	20	2%	-0.4%	0%	0%	6%	-8%	i	-16%
Cc1c(C(=O)NC2CCCCC2)oc2ccc(F)cc12	-8	?	6.5%	4%	-20%	-2%	19%	i	35%
Cc1ccc(C(=O)N2N=C(c3cccc(NS(C)(=O)=O)c3)CC2c2cccs2)cc1 (stereo not given)	-7	23µM*	14%	0%	?	-33%	15%	i	·
COc1cccc(/C(C)=N/NC(=O)c2ccc(N(C)C)cc2)c1	-16	16%	2.2%	-2%	-1%	-14%	4%	i	8%
O=C(NNC(=O)c1cccc2ccccc12)c1cccc(Br)c1	-2	-11%	0.2%	-5%	-1%	-2%	1%	i	-7%
O=[N+]([O-])c1ccccc1-c1nc(-c2ccc(Br)o2)no1	-2	?	23%	-5%	10%	-4%	23%	i	92%[activator]
COc1ccccc1Oc1nc2c(c(=O)n(Cc3ccccc3F)c(=O)n2C)n1C	?	2%	-0.7%	-6%	16%	-18%	-2%	i	-4%
CCOC(=O)c1cc(C#N)c(N2CCN(c3ccccn3)CC2)nc1-c1ccccc1	-22	?	3.4%	-5%	-3%	-7%	-4%	i	-21%
O=C(c1ccccc1)N(Cc1ccc2c(c1)OCO2)Cc1nc2ccccc2c(=O)[nH]1	1	-10%	-0.3%	-22%	1%	-41%	10%	i	-8%
CCN1C(=O)[C@H]2[C@@H](c3ccc(-c4cccc(Cl)c4)cc3)N3CCCC[C@@]3(C(=O)OC)[C@H]2C1=O	-1	?	-0.5%	-6%	?	-19%	1%	i	-4%

Next part, starting with the last 3 of the part before.
SMILES	IL-1B inflam inh	Nrf2 inh	Nrf2 ARE act	A549 viability	TGFb SMAD3 inh	HepG2 tox	MCF10A rerep	S2 tox	ATXN2 expr inh
CCOC(=O)c1cc(C#N)c(N2CCN(c3ccccn3)CC2)nc1-c1ccccc1	-22	?	3.4%	-5%	-3%	-7%	-4%	i	-21%
O=C(c1ccccc1)N(Cc1ccc2c(c1)OCO2)Cc1nc2ccccc2c(=O)[nH]1	1	-10%	-0.3%	-22%	1%	-41%	10%	i	-8%
CCN1C(=O)[C@H]2[C@@H](c3ccc(-c4cccc(Cl)c4)cc3)N3CCCC[C@@]3(C(=O)OC)[C@H]2C1=O	-1	?	-0.5%	-6%	?	-19%	1%	i	-4%
CCC(C)(C)n1nnnc1C(c1ccc(OC)c(OC)c1)N1CCN(C(=O)c2ccco2)CC1 (stereo not given)	1	-20%	-0.4%	0%	3%	1%	-2%	i	11%
CC(C)(C)c1csc(NC(=O)c2ccc3nccnc3c2)n1	0	?	7.3%	0%	-15%	-17%	?	i	49%[activator]
Cc1ccc(OCCNC(=O)c2cccc(S(=O)(=O)NCc3ccccc3)c2)cc1	13	7%	2.2%	-14%	0%	-21%	6.5µM*	i	-21%
CC(=O)NC(c1cccc(F)c1)c1nc(-c2cc3ccccc3o2)cs1 (stereo not given)	36	·	6.5%	·	5%	-2%	·	i	-10%
CC(CCc1ccccc1)NC(=O)c1ccc(NC(=O)c2ccc(Cl)cc2Cl)cc1 (stereo not given)	-8	?	1.9%	-5%	?	-32%	3%	?	-14%
CN1CCN(C(=O)C(N)Cc2ccccc2)CC1 (stereo not given)	-9	14%	-0.7%	?	-3%	-1%	2%	i	10%
CCOC(=O)CSc1n[nH]c(NC(=O)c2cccc(C)c2)n1	15	·	0.2%	-8%	?	-6%	2%	i	38%[activator]
Cc1ccc(/C=C2\SC(=S)N(CCCC(=O)NNC(=O)c3ccccc3O)C2=O)cc1	0	10µM*	-2.6%	-3%	5%	-14%	2%	i	·
CCOC(=O)c1c(NC(=O)CSc2nnc(-c3ccccc3C)n2C)sc(C(C)=O)c1C	?	-25%	3.3%	?	-21%	-20%	9%	i	5%
O=C(/C=C/Nc1ccc(F)c(F)c1)c1cccs1	0	?	8.9µM*	0%	?	-7%	6%	i	112%[activator]
CCc1nc2c(OCc3ccc(C(F)(F)F)cc3)cccn2c1N(C)C(=O)c1ccc(OC)cc1	-81*	·	-0.3%	·	?	-40%	·	?	?
O=C(NCc1cc(C(F)(F)F)cc(C(F)(F)F)c1)C1CC(c2cccc(F)c2)=NO1 (stereo not given)	-6	10%	0.5%	8%	-14%	-17%	-2%	i	-1%
CCc1ccc(C(=O)CSc2n[nH]c(C)n2)cc1	-10	-11%	2.7%	3%	-12%	3%	12%	i	7%
Cc1cccc(NC(=O)COc2ccc3oc4c(c3c2)CCCC4)n1	5	14%	-0.4%	-11%	-26%	-36%	-4%	i	36%[activator]
CSCCC(NS(=O)(=O)c1ccc2c(c1)oc(=O)n2C)C(=O)NCCc1ccc(C)cc1 (stereo not given)	·	·	-0.7%	3%	0%	-8%	·	·	·
COc1ccc(CN2CCN(C(=O)CC(C)C)CC2)cc1	14	-8%	-0.2%	-16%	21%	-8%	1%	i	·
Cn1c(N2CCCCC2)nc2c1c(=O)[nH]c(=O)n2C	28	1%	-0.2%	-1%	6%	-31%	1%	i	-5%
COC(=O)c1ccc(NS(=O)(=O)c2c(C)[nH]c(C)c2C(=O)N2CCCC2)cc1	-8	19%	-0.2%	11%	5%	2%	5%	i	12%
Cc1ccc(C(=O)NC(=S)Nc2cccnc2Cl)cc1	14	?	2.6%	-5%	-2%	-18%	1%	i	23%
C=CCSc1nnc(CSc2nc3sc4c(c3c(=O)[nH]2)CCCC4)n1-c1ccccc1	12	-12%	0.8%	-10%	-4%	-5%	?	i	0%
CCOc1cccc(-c2c(C(=O)N/N=C/c3cccs3)nnn2-c2nonc2N)c1	-6	-3%	4.1%	-1%	-14%	-12%	20%	i	-7%
CCOc1ccc2nc(NC(=O)c3nc(SCc4ccccc4C)ncc3Cl)sc2c1	·	28%	1.6%	0%	7%	0%	·	i	23%
CC(=O)Nc1ccc2c(c1)C(=Nc1cccc(C)c1)c1ccccc1-2	15	0%	?	-4%	0%	-4%	22%	i	9%
CCNC(=O)N1CCN(S(=O)(=O)c2ccc3c(c2)OCCCO3)CC1	7	-28%	-0.6%	0%	-16%	-17%	8%	·	·

4 compounds drawn at random from those above, as already listed:
SMILES	IL-1B inflam inh	Nrf2 inh	Nrf2 ARE act	A549 viability	TGFb SMAD3 inh	HepG2 tox	MCF10A rerep	S2 tox	ATXN2 expr inh
CCc1ccc(C(=O)CSc2n[nH]c(C)n2)cc1	-10	-11%	2.7%	3%	-12%	3%	12%	i	7%
CCOc1ccc2nc(NC(=O)c3nc(SCc4ccccc4C)ncc3Cl)sc2c1	·	28%	1.6%	0%	7%	0%	·	i	23%
CSCCC(NS(=O)(=O)c1ccc2c(c1)oc(=O)n2C)C(=O)NCCc1ccc(C)cc1 (stereo not given)	·	·	-0.7%	3%	0%	-8%	·	·	·
CCNC(=O)N1CCN(S(=O)(=O)c2ccc3c(c2)OCCCO3)CC1	7	-28%	-0.6%	0%	-16%	-17%	8%	·	·

The results go on:
SMILES	IL-1B inflam inh	Nrf2 inh	Nrf2 ARE act	A549 viability	TGFb SMAD3 inh	HepG2 tox	MCF10A rerep	S2 tox	ATXN2 expr inh
Cc1ccc(Cl)cc1NC(=O)c1cc(CN2CCCC2)on1	·	?	3.5%	-1%	3%	-32%	·	i	3%
NC(=O)C(=O)N/N=C/c1c2ccccc2cc2ccccc12	108	-7%	21%	1%	-15%	-26%	23µM*	i	-9%
CCCc1nc2ccccc2c(=O)n1/N=C/c1ccccc1O	36	-3%	-0.8%	-2%	2.8µM*	-36%	?	i	14%
Cc1csc2ncnc(N3CCN(C(=S)Nc4ccc(F)cc4F)CC3)c12	-13	?	2.6%	-7%	-18%	1%	0%	?	?
O=C(c1ccccc1)c1ccc(C(=O)N2CCCC(C(F)(F)F)C2)cc1 (stereo not given)	1	-3%	0.2%	-3%	-8%	7%	-1%	i	4%
O=C(C[C@H]1C[C@H](C(=O)N2CCOCC2)[C@@]2(CCC3CCCC3)c3[nH]c4ccc(Cl)cc4c3CCN2C1=O)NCCN1CCOCC1	-2	15%	0.0%	0%	-1%	1%	-10%	i	-3%
COc1ccc(OCCCC(=O)N2CCN(S(=O)(=O)c3cccc(F)c3)CC2)cc1	-23	?	0.1%	-5%	0%	-8%	-18%	i	-10%
O=C(CCS(=O)(=O)c1ccc(Br)s1)NCc1ccccc1	9	17%	0.1%	-8%	0%	-5%	5%	i	-4%
O=C(COc1ccc(Cl)cc1)Nc1ncc([N+](=O)[O-])s1	-22	?	2.8%	?	?	-30%	?	?	?
NC(=O)c1ccc(OCC(F)(F)F)nc1	3	2%	-0.4%	10%	-8%	-7%	4%	i	·
